High-throughput results as filed in PubChem BioAssay.
IDE act: IDE (human) activation, cell-based; activation, % at 5.96 µM; P14735; hit rate 0.073% among 340,000; HEK cells, FAbeta-B cleavage, fluorescence polarization; 0% vehicle, 100% cell-free pure enzyme wells;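 active = activation above the mean of all tested compounds plus 3 SD, set per screening campaign, cut at about 17% in these data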
Target sequence (P14735 whole entry, looked up): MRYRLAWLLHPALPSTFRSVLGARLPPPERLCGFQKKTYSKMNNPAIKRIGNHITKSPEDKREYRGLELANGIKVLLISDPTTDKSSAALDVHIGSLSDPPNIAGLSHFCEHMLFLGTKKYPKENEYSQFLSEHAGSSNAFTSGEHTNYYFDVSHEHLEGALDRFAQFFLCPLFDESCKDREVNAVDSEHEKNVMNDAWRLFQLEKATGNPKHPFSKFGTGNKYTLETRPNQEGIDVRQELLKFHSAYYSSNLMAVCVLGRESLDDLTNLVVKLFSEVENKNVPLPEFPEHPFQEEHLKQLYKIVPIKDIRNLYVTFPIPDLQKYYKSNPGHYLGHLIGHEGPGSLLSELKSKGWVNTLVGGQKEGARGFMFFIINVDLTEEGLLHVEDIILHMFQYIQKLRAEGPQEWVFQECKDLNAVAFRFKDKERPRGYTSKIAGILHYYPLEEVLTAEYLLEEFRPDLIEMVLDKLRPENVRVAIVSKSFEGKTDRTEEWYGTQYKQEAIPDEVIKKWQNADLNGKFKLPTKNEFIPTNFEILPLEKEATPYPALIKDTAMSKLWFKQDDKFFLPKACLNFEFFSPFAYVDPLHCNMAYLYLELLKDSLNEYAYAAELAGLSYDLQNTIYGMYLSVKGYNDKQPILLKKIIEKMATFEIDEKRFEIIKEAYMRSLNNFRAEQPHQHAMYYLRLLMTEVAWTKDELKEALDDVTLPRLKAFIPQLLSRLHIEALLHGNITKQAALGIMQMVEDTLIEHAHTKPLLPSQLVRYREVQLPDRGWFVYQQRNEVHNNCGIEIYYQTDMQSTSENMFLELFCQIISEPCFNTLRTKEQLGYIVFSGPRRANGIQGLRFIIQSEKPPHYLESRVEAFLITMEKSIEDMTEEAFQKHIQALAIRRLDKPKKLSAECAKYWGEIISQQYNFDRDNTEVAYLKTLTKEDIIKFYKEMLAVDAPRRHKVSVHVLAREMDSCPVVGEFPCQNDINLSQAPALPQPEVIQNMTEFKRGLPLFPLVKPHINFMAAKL
* hit, by the source's call.

IDE act,Molecule
3.1,CC(C)NC(=O)C1(N2C(=O)c3ccccc3C2=O)CCCC1
-2.8,COc1ccc(NC(=O)c2oc3ccc(S(=O)(=O)N4CCOCC4)cc3c2C)c(OC)c1
8.3,O=C(CCNC(=O)c1ccccc1Cl)Nc1cccc(S(=O)(=O)N2CCCC2)c1
1.7,NS(=O)(=O)c1ccc(CNC(=O)c2ccccc2SCC(=O)N2CCCC2)cc1
3.2,O=C(CCC(=O)Nc1ccccc1Cl)NNC(=O)C1CCCCC1
-1.6,CC1(C)CCC/C(=C\c2ccccc2)C1=O
1.5,FC(F)(F)c1ccc(-c2cccc3c2C2CC3CCN2)cc1 (configuration not stated)
1.9,Cc1ccc(S(=O)(=O)N(C)C)cc1NC(=O)COC(=O)C1(c2ccccc2)CC1
1.6,CSc1ccccc1C(=O)OCC(=O)N1CCN(C(C)=O)CC1
0.9,Cc1ccc(S(=O)(=O)N2CCCCC2)cc1NS(=O)(=O)c1ccc(Cl)c(C(=O)O)c1
1.1,Cc1ccc2nc(SCC(=O)NCc3ccccc3)nc(=O)n2c1
3.5,O=C(CCNS(=O)(=O)c1ccccc1C(F)(F)F)NNC(=O)C1COc2ccccc2O1 (configuration not stated)
-0.8,O=C(CC1CCCC1)NCCS(=O)(=O)N1CCN(c2ccccc2F)CC1
8.9,CC(=O)N(C)c1ccc(N2CCOCC2)c2c1C(=O)c1ccccc1C2=O
-2.9,COc1ccc2c(c1)oc1c(SCc3nc4ccccc4[nH]3)nc(C)nc12
3.2,Cc1ccc(S(=O)(=O)N2CCC(C(=O)Nc3cc(C(F)(F)F)ccc3N3CCOCC3)CC2)cc1C
-6.6,O=C(Cc1cccc(NC(=O)C2CCCN(C(=O)CCc3ccccc3)C2)c1)Nc1ccc(C(=O)N2CCCCC2)cc1 (configuration not stated)
0.9,CC(=O)c1c(C)[nH]c(C(=O)Nc2cc(S(=O)(=O)N3CCCCC3)ccc2C)c1C
-2.4,O=C(OCCOc1ccccc1F)c1cccc(S(=O)(=O)N2CCOCC2)c1
1.9,O=C(COC(=O)c1ncc(Cl)c(Cl)c1Cl)NC(=O)c1ccccc1

Rewritten tab-delimited: 15 of the compounds above
Compound	IDE act
CC1(C)CCC/C(=C\c2ccccc2)C1=O	-1.6
FC(F)(F)c1ccc(-c2cccc3c2C2CC3CCN2)cc1 (configuration not stated)	1.5
Cc1ccc(S(=O)(=O)N(C)C)cc1NC(=O)COC(=O)C1(c2ccccc2)CC1	1.9
CSc1ccccc1C(=O)OCC(=O)N1CCN(C(C)=O)CC1	1.6
Cc1ccc(S(=O)(=O)N2CCCCC2)cc1NS(=O)(=O)c1ccc(Cl)c(C(=O)O)c1	0.9
Cc1ccc2nc(SCC(=O)NCc3ccccc3)nc(=O)n2c1	1.1
O=C(CCNS(=O)(=O)c1ccccc1C(F)(F)F)NNC(=O)C1COc2ccccc2O1 (configuration not stated)	3.5
O=C(CC1CCCC1)NCCS(=O)(=O)N1CCN(c2ccccc2F)CC1	-0.8
CC(=O)N(C)c1ccc(N2CCOCC2)c2c1C(=O)c1ccccc1C2=O	8.9
COc1ccc2c(c1)oc1c(SCc3nc4ccccc4[nH]3)nc(C)nc12	-2.9
Cc1ccc(S(=O)(=O)N2CCC(C(=O)Nc3cc(C(F)(F)F)ccc3N3CCOCC3)CC2)cc1C	3.2
O=C(Cc1cccc(NC(=O)C2CCCN(C(=O)CCc3ccccc3)C2)c1)Nc1ccc(C(=O)N2CCCCC2)cc1 (configuration not stated)	-6.6
CC(=O)c1c(C)[nH]c(C(=O)Nc2cc(S(=O)(=O)N3CCCCC3)ccc2C)c1C	0.9
O=C(OCCOc1ccccc1F)c1cccc(S(=O)(=O)N2CCOCC2)c1	-2.4
O=C(COC(=O)c1ncc(Cl)c(Cl)c1Cl)NC(=O)c1ccccc1	1.9

Next records
IDE act,Molecule
1.9,CC(C)[C@H](NC(=O)c1ccccc1Cl)C(=O)OCC(=O)NC(=O)NCc1ccco1
-3.7,O=S(=O)(c1cccc(COc2c(Cl)cccc2Cl)c1)N1CCOCC1
1.0,CC(C)[C@H](NC(=O)c1ccc(C(C)(C)C)cc1)C(=O)N1CCN(Cc2ccc3c(c2)OCO3)CC1
2.2,OC[C@H]1O[C@@H](Oc2ccc(O)cc2)[C@H](O)[C@@H](O)[C@@H]1O
2.2,CN(c1ccccc1)S(=O)(=O)c1cccc(C(=O)NC2CCCC2)c1
1.6,CC(=O)Nc1ccc(SCC(=O)N(C)CC(=O)Nc2ccccc2Cl)cc1
-2.0,CN(C)CCN(C(=O)C1CCN(S(=O)(=O)c2cccs2)CC1)c1nc2ccc(F)cc2s1
-3.3,Cc1ccc(-c2nn(-c3ccc(F)cc3)cc2C(=O)NC2CCC(O)CC2)cc1 (configuration not stated)
3.6,C=CCC(NC(=O)Cc1ccccc1)C(=O)NCCC (configuration not stated)
6.5,CC(C(=O)NC1CCCCC1)N1CCN(S(=O)(=O)c2cccs2)CC1 (configuration not stated)
3.3,COc1nc(Nc2ccccc2)nc(OC)n1
4.3,C[C@H]1CN=C(N(C)C)N1CCC1CCCC1
5.1,CC(=O)c1ccc(OCc2cn(CC(=O)c3ccc(O)cc3)nn2)cc1
2.4,COc1ccc(S(=O)(=O)N2CCCCCC2)cc1C(=O)NCCc1ccc(F)cc1
-2.0,CCOC(=O)[C@H]1[C@H]2COc3ccc(C)cc3[C@@H]2N2C(=O)c3cc(F)ccc3NC(=O)[C@@]12C
0.5,CCOC(=O)c1c(C)[nH]c(C(=O)COC(=O)[C@H](C)N2C(=O)C3CCCCC3C2=O)c1C (some centres not stated)
0.6,COc1ccc(OC)c(CN2CCN(C(=O)c3cccc(S(=O)(=O)Nc4ccccc4OC)c3)CC2)c1
-3.6,CCC(NC(=O)C(C)NC)C(=O)N1CCCC1C(=O)NC1CCCc2ccccc21 (configuration not stated)
-1.1,Cc1onc(-c2c(F)cccc2Cl)c1C(=O)Nc1ccc(Cl)c(S(=O)(=O)N(C)C)c1
1.3,COc1ccc(NC(=O)COC(=O)c2cc(C)oc2C)cc1OC
-1.1,Cc1cc(C(=O)COC(=O)Cc2n[nH]c(=O)c3ccccc23)c(C)n1CC(F)(F)F
-2.7,Cc1ccc(NC(=O)CCN2C(=O)C3CCCCC3C2=O)c(O)c1 (configuration not stated)
-5.4,CCN(C(=O)CSc1nnc(C2CC2)n1-c1ccccc1)C1CCS(=O)(=O)C1 (configuration not stated)
6.8,Cc1cc(Br)ccc1NC(=O)CNC(=O)CSc1nccn1C
-2.3,O=[N+]([O-])c1cc(Br)ccc1C[n+]1ccccc1
2.5,Cc1ccc(S(=O)(=O)Nc2ccc3cn[nH]c3c2)cc1
1.4,O=C(Nc1cccc(NC(=O)c2cc([N+](=O)[O-])ccc2Cl)n1)c1cc([N+](=O)[O-])ccc1Cl
4.6,COc1ccc(C(=O)COC(=O)Cc2n[nH]c(=O)c3ccccc23)c(OC)c1
4.2,CN(C)c1nc(N)c(C#N)c(C#N)c1C#N
1.5,Cc1cccc(C(=O)OCC(=O)NC(=O)c2ccccc2)c1O
3.4,Cc1cc(C(=O)N2CCC(C(N)=O)CC2)c(C)o1
-0.8,Cc1ccc(C(=O)N2CC(C)CC(C)C2)cc1S(=O)(=O)N1CCCCC1 (configuration not stated)
-0.1,C[C@H](CO)N1C[C@H](C)[C@@H](CN(C)CC2CC2)Oc2c(NS(=O)(=O)c3ccccc3)cccc2C1=O
2.3,O=C(COC(=O)CNC(=O)c1ccc(F)cc1)NC1CCCc2ccccc21 (configuration not stated)
3.2,CC(=O)Oc1ccc(Cl)cc1CN(C(C)=O)C1CCCCC1
2.4,O=C(c1ccc(COc2ccccc2)o1)N1CCN(S(=O)(=O)c2ccccc2Cl)CC1
4.0,Cc1noc(C)c1S(=O)(=O)NCc1ccc(CN(C)C)cc1
-1.3,O=C(CCNS(=O)(=O)c1ccc(OC(F)(F)F)cc1)Nc1cccc(S(=O)(=O)N2CCCC2)c1
3.4,c1ccc(Nc2cccc3ccccc23)cc1
0.2,COc1cc(NC(=O)CCc2c(C)noc2C)c(Cl)cc1C(=O)O
3.5,Cc1cccc(NC(=O)C(C)Sc2nc3nc(C)cc(C)n3n2)c1 (configuration not stated)
-1.5,O=c1oc2ccccc2c2c1ccc1ccccc12
6.7,CC(CNC(=O)Cn1cnc2c(OCc3ccccc3)ncnc21)c1ccccc1 (configuration not stated)
4.0,CC(C)C(NC(=O)c1ccccc1NC(=O)C(C)(C)C)C(=O)N1CCOCC1 (configuration not stated)
5.5,CC1(CNC(=O)C(=O)NCC2(C)CO2)CO1 (configuration not stated)
1.5,CCOC(=O)c1ccccc1NC(=O)Cc1ccc(OC)c(S(=O)(=O)N2CCOCC2)c1
1.6,CN(CC(=O)NCCc1ccc(S(N)(=O)=O)cc1)CC(=O)Nc1ccccc1Cl
6.8,COc1ccccc1-n1nnnc1SCC(=O)NCC1(N2CCCCC2)CCCCC1
2.8,COc1ccc(OC)c(NC(=O)C(C)OC(=O)c2cc3ccccc3[nH]2)c1 (configuration not stated)
3.5,C=CCOc1ccc(/C=C/C(=O)OCC(=O)NCC2CCCO2)cc1 (configuration not stated)
5.6,COCCn1c(SC(C)C(=O)NCC2CCCO2)nc2scc(-c3ccc(F)cc3)c2c1=O (configuration not stated)
0.1,COc1cc2c(-c3ccc4[nH]ccc4c3)c(-c3ccc(C#N)cc3)oc(=O)c2cc1OC
-3.5,CCOc1ccc(N2CC(C(=O)NCCN3C(=O)S/C(=C/c4cccnc4)C3=O)CC2=O)cc1 (configuration not stated)
-1.5,Nc1ccc(C(=O)N/N=C/c2ccc(N3CCOCC3)s2)cc1
5.9,CCC1(c2ccccc2)NC(=O)N(CC(=O)N(c2ccccc2)C2CCS(=O)(=O)C2)C1=O (configuration not stated)
1.3,CC(=NNC(=O)c1cccc(S(=O)(=O)N2CCCC2)c1)c1ccccc1
-3.4,Cc1cc(C)c(OCC(=O)Nc2ccc(S(=O)(=O)N3CCCC3)cc2)c(C)c1
2.7,COc1ccc(-c2c(-c3ccccc3OC)sc3ccccc23)cc1C=O
1.7,CC1CCCC(NC(=O)COC(=O)c2cc(S(=O)(=O)N3CCOCC3)ccc2F)C1C (configuration not stated)
2.5,CN(C)C(=O)c1ccc(NC(=O)COC(=O)C2=COCCO2)cc1

(further entries)
IDE act,Molecule
5.6,COC(=O)Cc1ccc(NC(C)=O)cc1
3.0,O=C(/C=C/C=C/c1ccc2c(c1)OCO2)N1CCCCC1
7.4,CCCCN(C(=O)c1ccc(-c2ccc(Cl)cc2)o1)c1c(N)n(CCC)c(=O)[nH]c1=O
0.3,O=C1CCCN1C(=O)COc1ccc([N+](=O)[O-])cc1
2.5,O=C(Nc1cccc(S(=O)(=O)N2CCOCC2)c1)C12CC3CC(CC(C3)C1)C2
-1.2,O=C(CN1C(=O)c2ccccc2C1=O)NC1(C(=O)O)CCCC1
1.7,O=C(Cc1cccc(NC(=O)C2CCCN(C(=O)C3CCC3)C2)c1)Nc1cccc(C(=O)N2CCCC2)c1 (configuration not stated)
0.5,COc1ccc(C=C2NC(=S)NC2=O)cc1
1.3,CN(CC(=O)NCC(c1ccccc1)N1CCCC1)S(=O)(=O)c1ccc(Cl)cc1 (configuration not stated)
0.0,CCN(c1ccccc1)S(=O)(=O)c1ccc(Cl)c(NC(=O)CN(C)Cc2cccc(F)c2)c1
0.5,CNc1c2cccc(C)c2nc2c(C(=O)NCCN(C)C)cccc12
4.5,COc1ccccc1C=C1SC(=S)NC1=O
7.5,CN(CC(=O)Nc1c(Cl)cccc1Cl)C(=O)CNC(=O)c1sc2ccccc2c1Cl
-0.3,COc1ccc(NC(=O)N(C)C[C@H]2Oc3c(NS(=O)(=O)c4cccs4)cccc3C(=O)N([C@@H](C)CO)C[C@@H]2C)cc1
0.8,O=C(COC(=O)C1CC2CCCC(C1)C2=O)Nc1cccc(F)c1 (configuration not stated)
6.8,CCOC(=O)C1=C(COC(=O)c2ccc(Cl)nc2)NC(=O)NC1C (configuration not stated)
-1.6,NC(N)=NCc1cccc(I)c1
2.3,COc1ccc(NC(=O)c2cc(-c3ccccn3)nc3ccccc23)cc1S(=O)(=O)N(C)C
4.9,CSc1ccccc1NC(=O)C(C)N1C(=O)c2ccccc2S1(=O)=O (configuration not stated)
0.4,COc1ccc(S(=O)(=O)N2CCCCCC2)cc1NC(=O)CC1OC(=O)c2ccccc21 (configuration not stated)
-2.5,NC(=O)c1cc([N+](=O)[O-])ccc1NCc1cccc2ccccc12
-3.6,Cc1ccc(S(=O)(=O)NC(=O)N2CCCC2)cc1
-4.0,COc1ccc(NS(=O)(=O)c2ccc(C)c(C(=O)N(C)Cc3ccc(OC)cc3OC)c2)cc1
4.8,C[C@@H](NC(=O)Cn1cnc2c(NCc3ccccc3)ncnc21)c1cccc2ccccc12
0.4,COc1ccc2c(c1)OC[C@H]1[C@H]2N2C(=O)c3cc(F)ccc3NC(=O)[C@@]2(C)[C@H]1c1ccccc1
2.5,O=C(NCCC(=O)N1CCN(S(=O)(=O)c2ccccc2Cl)CC1)Nc1ccccc1
-0.5,CC(=O)c1cccc(OCC(=O)Nc2cccc(C(=O)Nc3c(C)n(C)n(-c4ccccc4)c3=O)c2)c1
2.1,CCCN(C(=O)c1cc(S(=O)(=O)N2CCN(CC)CC2)ccc1Cl)C1CCS(=O)(=O)C1 (configuration not stated)
6.5,Cc1c(C)n2c(SCC(=O)NCc3ccc4c(c3)OCO4)nnc2[nH]c1=O
3.5,Cc1ccc(NC(=O)CN2C(=O)NC(C)(C3CC3)C2=O)cc1S(=O)(=O)N1CCCCC1 (configuration not stated)
6.1,CC(=O)NC1CCC(OC(=O)Nc2ccccc2)CC1 (configuration not stated)
-6.6,CN1CCC[C@@H]1CCNC(=O)c1cccc2c1C(=O)c1ccc(N3CCCC3)cc1S2(=O)=O
4.3,COC(=O)/C=C\C(C#N)(C#N)N=Cc1ccc(OC)cc1
3.0,CCOC(=O)N1CCN(C(=O)c2cccc(S(=O)(=O)Nc3ccc(F)cc3)c2)CC1
-3.1,Cc1ccsc1C(=O)Nc1cc(Cl)ccc1-n1cncn1
-2.3,OCC1OC(n2cnc3c(NCc4ccco4)ncnc32)C(O)C1O (configuration not stated)
-2.1,COc1cccc(OC)c1OC(=O)C1CC(=O)N(c2ccc3c(c2)OCCO3)C1 (configuration not stated)
-4.8,COc1ccc(CCOC2OC(CO)C(OC(=O)/C=C/c3ccc(O)c(OC)c3)C(O[C@H]3O[C@@H](C)[C@H](O)[C@@H](O)[C@H]3O)C2O)cc1O (some centres not stated)

An excerpt. The share of hits here may be higher or lower than overall.
